# GLD-1 TGE inh: GLD-1-TGE RNA interaction inhibition (C. elegans); inhibition, % at 5.96 µM; purified GLD-1 + fluorescein TGE RNA, fluorescence polarization; 0.44% of 320,000 active; Q17339;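 active = percent inhibition above a per-plate cutoff, the plate mean of test compounds plus 3 SD, cut at about 30% in these data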;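 also: 0% = DMSO wells with GLD-1 and probe and 100% = wells lacking GLD-1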
# MCL1 BIM primary: disrupts human MCL1 binding to BIM-BH3 peptide. Q07820. GST-MCL1 / FITC-Bim-BH3 fluorescence polarization. inhibition, % at 10.9 µM. 0.68% of 320,000 active. AID 2057;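 active = inhibition above the mean inhibition of all tested compounds plus 3 SD, set per campaign, cut at about 40% in these data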;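 also: 0% = DMSO wells and 100% = unlabeled Bim-BH3 peptide control; higher means more loss of mP so more displacement of Bim peptide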
# Target sequence (Q07820 whole entry, looked up): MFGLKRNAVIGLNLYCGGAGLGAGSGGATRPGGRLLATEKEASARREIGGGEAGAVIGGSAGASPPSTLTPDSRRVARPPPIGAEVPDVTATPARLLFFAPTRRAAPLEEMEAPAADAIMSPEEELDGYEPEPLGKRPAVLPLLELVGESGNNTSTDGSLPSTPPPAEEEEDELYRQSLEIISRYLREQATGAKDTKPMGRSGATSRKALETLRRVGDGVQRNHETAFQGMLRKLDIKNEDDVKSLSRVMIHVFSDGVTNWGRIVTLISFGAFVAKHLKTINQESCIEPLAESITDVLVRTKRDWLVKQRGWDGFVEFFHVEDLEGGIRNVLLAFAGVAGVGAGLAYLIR
# PME-1 inh: blocks human protein phosphatase methylesterase 1; Q9Y570; recombinant PME-1, FP-Rh probe fluorescence polarization; inhibition, % at 5.9 µM; 0.53% of 320,000 active;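 active = inhibition above the campaign mean of all compounds plus 3 SD, cut at about 26% in these data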;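 also: competitive labeling of PME-1 active site by serine hydrolase directed probe; 0% = PME-1 with DMSO and 100% = wells lacking PME-1 enzyme; inhibitors block probe labeling so polarization falls and inhibition rises; many of its hits are not listed in these tables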
# Target sequence (Q9Y570 whole entry, looked up): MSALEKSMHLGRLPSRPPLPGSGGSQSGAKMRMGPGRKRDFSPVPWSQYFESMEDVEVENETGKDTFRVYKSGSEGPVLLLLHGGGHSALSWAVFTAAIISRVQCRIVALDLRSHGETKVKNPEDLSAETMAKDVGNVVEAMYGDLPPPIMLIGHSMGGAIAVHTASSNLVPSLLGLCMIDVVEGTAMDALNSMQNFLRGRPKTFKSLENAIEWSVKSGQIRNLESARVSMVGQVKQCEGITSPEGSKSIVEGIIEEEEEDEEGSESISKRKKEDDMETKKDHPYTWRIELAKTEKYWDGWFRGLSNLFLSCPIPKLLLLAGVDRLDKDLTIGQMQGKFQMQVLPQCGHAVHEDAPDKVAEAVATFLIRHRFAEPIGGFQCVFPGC
# VLA-4 inh: inhibition in a human VLA-4 binding assay; inhibition, % (about 7 µM as worked out from the volumes in the protocol); 0.2% of 330,000 active; VLA-4 expressing cells, ligand binding flow cytometry; P13612; in the data active = inhibition above about 50%
# Efflux pump inh: antifungal efflux pump inhibition, Nile Red retention. 0.44% of 330,000 active. S. cerevisiae Candida pump triplex. inhibition, % at 10 µM;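 active = plate passing quality check with inhibition over a set limit, or well fluorescence over plate mean plus 4 SD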;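 also: Nile Red retained in pooled yeast measured as flow cytometry median fluorescence; 0% = buffer negative control and 100% = Enniatin B positive control; higher means more Nile Red kept so more efflux inhibition; some compounds called inactive have numbers as strong as hits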
# GRK2 inh: blocks RNA aptamer binding to human GRK2. P25098. bead flow cytometry, FAM-aptamer displacement from GRK2. inhibition of aptamer binding, % at 10 µM. 0.59% of 330,000 active. AID 488847;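 active = inhibition of aptamer binding above 40%, roughly 3 SD of noise, on plates passing a quality check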;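 also: median bead fluorescence of bound FAM aptamer so fluorescent compounds give negative values; no value below 0 was filed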
# BCLXL inh: blocks human Bcl-xL binding to Bim BH3 peptide; GST-Bcl-xL / FITC-Bim BH3 peptide fluorescence polarization; inhibition, % at 10.9 µM; 0.7% of 320,000 active;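 active = inhibition above the mean of all tested compounds plus 3 SD, cutoff set per campaign, cut at about 30% in these data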;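 also: 0% = DMSO wells and 100% = unlabeled Bim-BH3 peptide competitor; inhibitors lower millipolarization by displacing the labeled peptide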
# Target sequence (Q07817 whole entry, looked up): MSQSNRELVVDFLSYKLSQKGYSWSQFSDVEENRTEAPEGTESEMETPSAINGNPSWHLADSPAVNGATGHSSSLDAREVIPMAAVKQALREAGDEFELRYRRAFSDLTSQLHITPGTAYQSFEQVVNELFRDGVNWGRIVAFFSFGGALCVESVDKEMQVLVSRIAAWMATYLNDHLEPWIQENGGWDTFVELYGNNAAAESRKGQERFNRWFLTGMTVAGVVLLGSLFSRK
# MEX-5 binding: C. elegans MEX-5 TCR-2 RNA binding activity; MEX-5/FITC-TCR2 RNA binding, fluorescence polarization; stronger effect = lower value; activity score (negative = inhibition of binding), % at 10 µM; 0.38% of 300,000 active; AID 1832;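 active = inhibition past about -25% in most replicates, and total fluorescence under double the plate's negative control median, limit read from the data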;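 also: 0% = DMSO and -100% = 5 µM competing unlabeled TCR2 RNA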
# Fam108B inh: Fam108B inhibition, counter-screen for RBBP9 inhibitors. recombinant Fam108B, FP-Rh probe fluorescence polarization. inhibition, % at 9.51 µM. 0.33% of 300,000 active;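 active = inhibition above the screen mean inhibition plus 3 SD, computed separately per campaign, cut at about 18% in these data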;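 also: inhibitors lower polarization as less probe binds the enzyme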
# Numbers without * were called inactive; nt = not tested or not shown; & = joins results of further samples. This is a subset, so the mix of outcomes need not match the whole.
SMILES,GLD-1 TGE inh,MCL1 BIM primary,PME-1 inh,VLA-4 inh,Efflux pump inh,GRK2 inh,BCLXL inh,MEX-5 binding,Fam108B inh
COc1cccc(CNC(=O)CSCC(=O)Nc2cc(C)on2)c1,10,0,1,6,0.0,3,1,-1.8,-1
CCc1nc2ccc(C(=O)NCCc3ccc(OC)c(OC)c3)cc2nc1CC,4,1,5,4,0.0,4,3,-0.1,-2
COCC(C)n1c(C)cc(C(=O)COC(=O)c2ccc3ncsc3c2)c1C (stereo not given),2,11,-5,-2,-0.1,4,5,nt,0
CCc1nnc(NC(=O)[C@@H](NC(=O)c2ccc(C(C)(C)C)cc2)C(C)C)s1,6,6,-2,5,0.6,0,3,1.0,1
O=C(NCc1nc2ccccc2[nH]1)C1=C[C@H](c2coc3ccccc3c2=O)C[C@H](OCCCCO)O1,-5,8,-2,-12,0.2,3,6,-1.9,2
CCN(CC)CCNC(=O)C(C)c1nn(CC)c(=O)c2ccccc12 (stereo not given),5,-5,0,-12,0.0,0,-2,-4.6,-1
CCCCN1CC(=O)N2Cc3[nH]c4ccccc4c3C[C@H]2C1=O,0,-5,0,10,0.2,2,-2,2.0,1
Cc1cnc(NC(=O)CCCc2nc3ccccc3s2)s1,-8,15,-6,-10,-0.1,1,7,-5.1,4
Cc1cccc(OCC(O)Cn2c(NCc3cccnc3)nc3c2c(=O)[nH]c(=O)n3C)c1 (stereo not given),6,-1,-4,-12,0.0,0,5,1.4,-3
COC(=O)c1sc(=S)n(-c2ccccc2OC)c1N,-1,1,1,4,-0.2,0,-1,2.9,2
CC1(C)CC(=O)C(/C=N/n2cnc3ccccc3c2=O)=C(O)C1,-4,3,3,8,-0.1,4,7,-1.5,-1
COc1ccc(S(=O)(=O)N(C)C2CCS(=O)(=O)C2)cc1OC (stereo not given),2,1,4,29,0.0,3,0,-4.0,5
CCOC(=O)c1c(C)oc2ccc(O)c(CN(C)C)c12,0,7,0,8,-0.1,2,6,2.8,-3
CCCC(=O)c1ccc(N2CCN(C(=O)c3ccccc3)CC2)c(F)c1,2,-2,-1,36,0.0,1,2,-2.1,3
Cc1ccc(-n2nnnc2SC(C(=O)c2c[nH]c3ccccc23)c2ccccc2)cc1 (stereo not given),5,-3,-61,-2,0.2,4,5,2.1,-51
COc1cccc(C2C=C(c3cccs3)Nc3ncnn32)c1OC (stereo not given),16,16,-7,-7,0.0,0,15,-3.0,-1
O=C(NCCCc1ccccc1)Nc1cccc(Cl)c1,2,-3,-2,13,-0.3,5,4,0.2,-8
COc1ccccc1C(=O)NCCC(=O)N1CCCC(C(F)(F)F)C1 (stereo not given),1,1,-1,6,0.3,1,-1,-0.9,1
O=C(OCC(=O)C12CC3CC(CC(C3)C1)C2)c1ccccc1O,6,nt,nt,23,-0.1,4,nt,nt,nt
Cc1ccc(NS(=O)(=O)c2c(C)[nH]c(C)c2C(=O)N2CCCCC2)c(C)c1,2,2,-2,13,0.1,0,1,0.0,0
Cc1ccccc1OCCC(=O)N1CCN(S(=O)(=O)c2ccc(Cl)cc2)CC1,3,-24,0,1,-0.1,3,-9,-0.6,-1
Cc1nc(NC(=O)CSc2nnc(C3CC3)n2C)sc1C(=O)N(C)C,3,-8,4,2,0.1,2,-1,-0.6,-6
COc1ccc(C(=O)NC(=S)Nc2ccc3oc(=O)ccc3c2)cc1,-7,2,-6,-4,0.0,5,0,-2.0,-9
COc1ccc(N2CCN(C(=O)c3cccc4nc(C)oc34)CC2)cc1,11,4,-1,3,0.0,0,6,-1.5,0

# Among those listed so far, two contain an aryl thioether with sulfur outside any ring.
SMILES,GLD-1 TGE inh,MCL1 BIM primary,PME-1 inh,VLA-4 inh,Efflux pump inh,GRK2 inh,BCLXL inh,MEX-5 binding,Fam108B inh
Cc1ccc(-n2nnnc2SC(C(=O)c2c[nH]c3ccccc23)c2ccccc2)cc1 (stereo not given),5,-3,-61,-2,0.2,4,5,2.1,-51
Cc1nc(NC(=O)CSc2nnc(C3CC3)n2C)sc1C(=O)N(C)C,3,-8,4,2,0.1,2,-1,-0.6,-6

# Next part
SMILES,GLD-1 TGE inh,MCL1 BIM primary,PME-1 inh,VLA-4 inh,Efflux pump inh,GRK2 inh,BCLXL inh,MEX-5 binding,Fam108B inh
CCOc1ccccc1NC(=O)Nc1ccc(Cl)cc1,8,14,5,5,-0.2,1,6,-0.8,0
Cc1cc(C)nc(SCc2nnc(SCC(=O)Nc3ccccc3C)n2Cc2ccco2)n1,0,0,0,-1,0.2,0,2,1.4,4
Nn1c(SCCOc2ccc(Cl)cc2)nnc1-c1cccnc1,3,-4,-2,4,0.1,0,-6,2.4,4
Brc1cccc2sc(N3CCN(c4ccccc4)CC3)nc12,-4,39,0,5,0.0,0,3,3.7,6
CC(O)CNC(=O)c1ccc(-c2nn(C)c(=O)c3ccccc23)cc1 (stereo not given),0,-9,0,11,-0.1,0,-2,2.0,-4
Cc1ccc(C)c(C2C(=O)c3ccccc3C2=O)c1,5,5,0,1,0.6,0,4,-1.8,2
S=C(NC1CCCCC1)NN1CCOCC1,5,2,0,4,-0.1,0,6,-0.1,0
CCNCCC(CCC(C)C)c1ccc2c(c1)OCO2 (stereo not given),-1,-4,1,6,-0.1,0,0,-1.0,0
CS(=O)(=O)N1CCN(c2ccccc2NC(=O)c2ccc(Cl)cc2)CC1,7,1,2,3,0.0,0,6,2.0,0
CC1CCCCN1C(=O)CSc1nnc(-c2ccco2)n1CC1CCCO1 (stereo not given),6,-21,-4,6,0.6,11,-15,0.7,-2
CC(NC(=O)COc1ccccc1-c1ccccc1)c1ccccc1 (stereo not given),-4,1,-6,-6,0.4,0,3,0.2,1
O=C(NCCN1CCOCC1)c1cc(-c2ccccc2Cl)nc2ccccc12,2,-4,1,7,0.0,0,0,2.5,0
COc1ccc(Nc2c(C)cccc2C)cc1,-1,1,-3,-13,0.1,1,4,-1.1,-3
COc1ccc(C)cc1NC(=O)CSc1nnnn1Cc1ccccc1,-2,3,0,-41,-0.1,1,3,-1.1,1
N=Nc1c(O)n(CC(=O)Nc2ccccc2)c2ccccc12,3,-4,2,16,0.1,0,0,-0.3,-2
O=C1Nc2ccccc2/C1=C\C(=O)c1ccccc1,-2,-2,-2,19,0.3,0,3,0.4,-6
CC1(C)CC(NC(=O)CCc2ccccc2)CC(C)(C)N1,7,7,-2,4,-0.1,1,4,-1.1,-2
c1cnc(NC2CCCCCC2)nc1,-2,6,-1,14,0.0,0,6,1.9,-2
COc1cc2nc(-c3ccc(Br)o3)oc(=O)c2cc1OC,0,-1,-2,4,0.1,2,1,-2.3,0
C/C(CC(=O)NC1CCCC1)=N\NC(=O)c1ccc([N+](=O)[O-])c(Cl)c1,4,2,5,8,0.0,2,4,nt,-1
COC(=O)C1C(O)=C(C=Nc2ccc(N)cc2)C(=O)CC1(C)C (stereo not given),3,6,0,1,-0.1,4,12,-1.4,2
O=C(Nc1cccc(-c2nc3ccccc3[nH]2)c1)c1ccc(C(=O)Nc2cccc(-c3nc4ccccc4[nH]3)c2)cc1,-7,-60,-97,6,0.1,0,-36,1.9,-89
COc1ccc(/C=N/NC(=O)c2c(C)nc3ccccn23)cc1[N+](=O)[O-],9,6,6,12,0.0,2,2,nt,0
Cc1ccc(NC(=O)CN2C(=O)NC(C)(c3ccc(Cl)cc3)C2=O)cc1 (stereo not given),2,3,3,-1,0.0,0,8,-2.2,2

# Some of these compounds in order of the PME-1 inh value, highest first.
Molecule	PME-1 inh
C/C(CC(=O)NC1CCCC1)=N\NC(=O)c1ccc([N+](=O)[O-])c(Cl)c1	5
c1cnc(NC2CCCCCC2)nc1	-1
O=C1Nc2ccccc2/C1=C\C(=O)c1ccccc1	-2

# Next section
SMILES,GLD-1 TGE inh,MCL1 BIM primary,PME-1 inh,VLA-4 inh,Efflux pump inh,GRK2 inh,BCLXL inh,MEX-5 binding,Fam108B inh
CCCC1=C(C(=O)OCC)C(c2cccs2)n2ncnc2N1 (stereo not given),5,9,2,-3,0.1,0,7,-1.0,0
C=CCn1c(SCn2nnc3ccccc3c2=O)nnc1-c1ccc(Br)cc1,2,2,0,5,0.0,2,-3,-1.6,5
Cc1ccc2nc(SCCC#N)nc(C)c2c1,0,-2,-7,1,0.0,1,1,-1.6,5
COc1cc2c(cc1OC)C(C)N(C(=O)Cn1ncc3c1-c1cc(C)ccc1OC3)CC2 (stereo not given),-1,4,-4,5,0.0,2,3,0.2,1
Cn1c(=O)n(CC(=O)O)c(=O)c2c1nc1n2CCS1,0&5,6&2,-4&-1,8&33,0.1&-0.1,1&1,6&5,1.4&-0.8,0&-1
COc1cccc(C(=O)NCC(=O)N2CCC3(CC2)NCCc2[nH]cnc23)c1,0,1,-4,8,-0.2,0,2,2.6,4
COc1ccc(CCNC(=O)C2CC(O)CN2S(=O)(=O)c2ccc(Cl)cc2)cc1OC (stereo not given),2,nt,nt,-1,-0.1,1,nt,nt,nt
c1ccc(CN2CCN(CCN3CCn4c3nc3ccccc34)CC2)cc1,5,0,2,7,0.1,4,3,0.1,8
Cc1ccc(SCc2cc(=O)[nH]c(N3CCOCC3)n2)cc1,5,0,2,-8,0.0,1,-4,-1.3,2
O=C(CN1CCN(c2ccccc2)CC1)N1N=CCC1c1ccccc1 (stereo not given),1,3,-4,4,0.0,1,1,3.9,-1
COCC1CCCCN1Cc1cn[nH]c1-c1ccc(OC)cc1OC (stereo not given),0,-3,4,-2,0.1,0,3,-0.9,-2
COc1c(C)cccc1C(=O)Nc1ccc(CN2CCOCC2)cc1,8,1,1,5,0.0,3,4,-1.7,2

# Part of the list above in order of SMILES length, lowest first:
SMILES,GLD-1 TGE inh,MCL1 BIM primary,PME-1 inh,VLA-4 inh,Efflux pump inh,GRK2 inh,BCLXL inh,MEX-5 binding,Fam108B inh
Cc1ccc2nc(SCCC#N)nc(C)c2c1,0,-2,-7,1,0.0,1,1,-1.6,5
COc1c(C)cccc1C(=O)Nc1ccc(CN2CCOCC2)cc1,8,1,1,5,0.0,3,4,-1.7,2
O=C(CN1CCN(c2ccccc2)CC1)N1N=CCC1c1ccccc1 (stereo not given),1,3,-4,4,0.0,1,1,3.9,-1
COc1cccc(C(=O)NCC(=O)N2CCC3(CC2)NCCc2[nH]cnc23)c1,0,1,-4,8,-0.2,0,2,2.6,4
COc1ccc(CCNC(=O)C2CC(O)CN2S(=O)(=O)c2ccc(Cl)cc2)cc1OC (stereo not given),2,nt,nt,-1,-0.1,1,nt,nt,nt

# Continuation.
SMILES,GLD-1 TGE inh,MCL1 BIM primary,PME-1 inh,VLA-4 inh,Efflux pump inh,GRK2 inh,BCLXL inh,MEX-5 binding,Fam108B inh
Cc1ccc(/C=N/N2CCN(Cc3ccccc3)CC2)s1,2,-8,-8,11,0.0,0,0,-1.0,1
CCCCCn1c(SCCCC)nc2c1c(=O)[nH]c(=O)n2C,0,9,5,-9,-0.1,0,10,-1.0,4
CCCCNC(=S)N(C)/N=C/c1ccc(F)cc1,-3,3,0,-3,-0.1,0,3,0.3,0
COC(=O)[C@]1(CC(C)C)N[C@H](c2ccc(-c3cccc(Cl)c3)cc2)[C@@H]2C(=O)N(C)C(=O)[C@@H]21,2,-4,-13,34,0.2,0,1,1.2,-5
O=C(Nc1cc2c(cc1Br)OCCO2)c1ccc(=O)[nH]c1,-1,nt,nt,-10,0.0,1,nt,nt,nt

# Bioassay records (PubChem)
